Compound activity: PubChem, several laboratories
NOD2-RIPK2 inh = blocks binding of human NOD2 to RIPK2. actives 0.38% (n = 360,000). O43353. CHO BLA complementation NOD2-RIPK2, CCF4 ratio. inhibition, % at 4.98 µM. AID 624267; in the data active = inhibition above about 21%;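 note: 0% = vehicle only and 100% = reference blocker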
Exocytosis inh = blocks lytic granule exocytosis | TALL-104 LAMP-1 surface exposure, flow cytometry; cells stimulated with thapsigargin and PMA | inhibition, % at 10 µM | actives 0.66% (n = 360,000);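 active = inhibition above about 55%, limit read from the data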
ABCB6 inh 2 = inhibitors of human ABC transporter ABCB6. K562-ABCB6 porphyrin accumulation, flow cytometry, 1 h; hits give low values. actives 0.19% (n = 360,000). Q9NP58. fluorescence ratio to DMSO, % at 10 µM;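 active = fluorescence ratio to DMSO below 75%, the collection mean minus 3 SD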;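 note: signal is porphyrin accumulated inside mitochondria; 100% equals median channel fluorescence of DMSO control wells; lower ratio means ABCB6 inhibition with less porphyrin fluorescence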
MC4R antag cAMP = blocks human MC4R cAMP signaling; MC4R-expressing cells, MTII-stimulated cAMP, LANCE TR-FRET; inhibition, % at 6.5 µM; actives 0.48% (n = 360,000);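 active = inhibition above its plate's cutoff, the mean of tested wells on that plate plus 3 SD, cut at about 29% in these data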;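 note: 0% = Melanotan II alone and 100% = Melanotan II plus saturating MCL0020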
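Material: human MC4R-expressing U2OS cells. Probe or stimulus: Melanotan II challenge. Dosing: 6.5 µM single dose. Times: 30-min compound, 1-h challenge, 1-h detection, room temperature. Technique: TR-FRET with Eu-cAMP and labeled anti-cAMP, 671 nm. Replication: singlicate.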
Vif inh = HIV Vif inhibition | inhibition, % at 7.49 µM | HEK293T cells, Vif self-association by quenched fluorescence, imaging, 24 h | actives 0.35% (n = 340,000); in the data active = inhibition above about 50%, passing the limit was not always enough; note: some results filed as inactive read as strong as hits
TLR9-MyD88 block = blocks human TLR9 binding to MyD88. Q9NR96+Q99836. CHO BLA complementation TLR9-MyD88, CCF4 FRET ratio. inhibition, % at 4.98 µM. actives 0.21% (n = 340,000). AID 504734;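 active = inhibition above the mean over all tested compounds plus 3 SD, cut at about 21% in these data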;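 note: 0% = DMSO only wells and 100% = clavulanate BLA inhibitor control wells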
Target sequence (Q99836 whole entry, looked up): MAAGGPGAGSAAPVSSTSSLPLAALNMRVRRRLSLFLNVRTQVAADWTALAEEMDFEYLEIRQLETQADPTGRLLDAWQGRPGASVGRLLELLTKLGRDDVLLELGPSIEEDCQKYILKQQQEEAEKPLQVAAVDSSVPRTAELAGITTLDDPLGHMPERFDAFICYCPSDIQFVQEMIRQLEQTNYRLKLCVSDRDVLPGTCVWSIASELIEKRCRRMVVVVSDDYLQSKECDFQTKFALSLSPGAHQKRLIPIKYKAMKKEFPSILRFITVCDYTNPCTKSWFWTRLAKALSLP
Target sequence (Q9NR96 whole entry, looked up): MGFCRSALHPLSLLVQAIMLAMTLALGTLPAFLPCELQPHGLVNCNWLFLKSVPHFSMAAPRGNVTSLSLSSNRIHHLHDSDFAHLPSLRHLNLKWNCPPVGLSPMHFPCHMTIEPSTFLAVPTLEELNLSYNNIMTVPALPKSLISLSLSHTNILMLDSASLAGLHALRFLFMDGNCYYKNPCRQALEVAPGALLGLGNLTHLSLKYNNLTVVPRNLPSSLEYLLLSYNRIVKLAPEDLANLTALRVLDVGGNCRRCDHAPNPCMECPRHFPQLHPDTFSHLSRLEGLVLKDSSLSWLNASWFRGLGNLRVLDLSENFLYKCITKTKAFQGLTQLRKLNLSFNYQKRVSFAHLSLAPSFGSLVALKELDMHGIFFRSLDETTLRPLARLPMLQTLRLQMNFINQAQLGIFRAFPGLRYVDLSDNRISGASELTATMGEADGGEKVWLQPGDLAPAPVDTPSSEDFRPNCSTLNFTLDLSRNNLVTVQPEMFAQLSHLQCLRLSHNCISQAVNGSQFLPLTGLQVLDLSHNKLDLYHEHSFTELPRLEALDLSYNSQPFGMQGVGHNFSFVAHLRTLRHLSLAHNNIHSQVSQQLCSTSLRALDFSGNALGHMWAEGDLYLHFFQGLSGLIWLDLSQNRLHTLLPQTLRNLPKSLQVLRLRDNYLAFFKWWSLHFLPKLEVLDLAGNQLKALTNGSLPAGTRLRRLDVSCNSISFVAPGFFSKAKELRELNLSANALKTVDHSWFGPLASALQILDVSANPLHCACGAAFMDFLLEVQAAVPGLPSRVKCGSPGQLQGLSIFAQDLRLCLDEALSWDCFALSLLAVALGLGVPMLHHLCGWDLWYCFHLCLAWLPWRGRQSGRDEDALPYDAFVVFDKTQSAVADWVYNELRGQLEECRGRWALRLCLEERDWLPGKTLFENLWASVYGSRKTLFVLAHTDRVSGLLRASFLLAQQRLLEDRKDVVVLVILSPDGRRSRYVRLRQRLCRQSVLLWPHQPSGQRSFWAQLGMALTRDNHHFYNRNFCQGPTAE
ABHD5 PLIN5 PPI = inhibitors of human ABHD5-perilipin-5 interaction; Q00G26+Q8WTS1; Split G. princeps luciferase complementation, luminescence, 4 h; inhibition, % at 4 µM; actives 0.78% (n = 360,000); AID 602281;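 active = inhibition above the mean inhibition across every tested compound plus 3 SD, cut at about 22% in these data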;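 note: 0% = DMSO only wells and the 100% control is not disclosed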
N-glyco inh = blocks N-linked glycosylation in D54 reporter cells; D54 ERlucT glycosylation luciferase reporter, 24 h; percent of 100 nM tunicamycin response; reporter increase, % at 12.5 µM; actives 0.23% (n = 360,000); AID 588692;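 active = mean luciferase reporter signal, scaled so untreated is 0 and the glycosylation-blocking control 100, at or above a set limit in every replicate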;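 note: luciferase carries N-glycosylation sites so blocking glycosylation raises the light; 0% = median of neutral control wells and 100% = median of 100 nM tunicamycin wells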
MC4R ag barr = agonists of human melanocortin 4 receptor (MC4R) beta-arrestin. P32245. U2OS MC4R beta-arrestin complementation, luminescence; percent of melanotan II response, DMSO zero. activation, % at 8.9 µM. actives 0.98% (n = 360,000);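 active = activation above a per-plate cutoff, the mean activation of sample wells on that plate plus 3 SD, cut at about 8% in these data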
aDG glyco up = increases alpha dystroglycan glycosylation; activation, % at 10 µM; Pro5-aDG cells, alpha-DG glycosylation AlphaScreen (IIH6); 0% Pro5, 100% B10-LARGE cell signal; actives 0.22% (n = 360,000); AID 624168;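 active = activation of at least 8% versus controls, or a plate z-score of at least 8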;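 note: Pro5 are CHO cells carrying HIG-tagged alpha-DG that lacks glycosylation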
* marks the source's active call; other numbers are inactive results; . = no result given. These rows are one share of the data; count on the stated rates, not on these rows.

Structure | NOD2-RIPK2 inh | Exocytosis inh | ABCB6 inh 2 | MC4R antag cAMP | Vif inh | TLR9-MyD88 block | ABHD5 PLIN5 PPI | N-glyco inh | MC4R ag barr | aDG glyco up
COC(=O)[C@]12CCCCC=C1N(Cc1ccccc1)C(=O)[C@H](CC(=O)N1CCSCC1)C2 | -2.6 | 7.9 | 92.0 | . | . | . | 0.6 | . | . | 0.4
Cc1nn(C)c(Oc2cccc(C(F)(F)F)c2)c1C=O | 5.4 | 3.0 | 100.0 | 2.4 | -1.1 | -7.0 | -2.7 | 1.7 | -1.9 | -0.2
O=C1N[C@H](Cc2c[nH]c3ccccc23)COC(=O)[C@H](Cc2ccc(F)cc2)C/C=C\C[C@H]1CC(=O)N(CCO)Cc1ccccc1 | -2.7 | 15.9 | 85.0 | 3.9 | 3.5 | -7.3 | 1.0 | -0.5 | -0.2 | -0.4
C[C@H]1CN([C@@H](C)CO)C(=O)CCCn2cc(nn2)CO[C@@H]1CN(C)S(=O)(=O)c1ccc(C#N)cc1 | -7.2 | -4.3 | 101.0 | 13.2 | -7.6 | -1.8 | 1.1 | 3.1 | 0.9 | -0.1
C#CCSc1nnc(-c2c[nH]c3ccccc23)n1C | -13.3 | -9.4 | 98.0 | 7.2 | -4.7 | 3.0 | -1.2 | 2.5 | 0.9 | -0.2
Cc1ccc2c(c1)N(C(C)C(=O)NCCc1ccccc1)C(=O)CO2 (configuration not stated) | 3.3 | -0.3 | 99.0 | 7.8 | -0.4 | 6.3 | -1.0 | -2.5 | -2.0 | 0.7
CS(=O)(=O)Nc1ccc(-c2nnc3n2CCCCC3)cc1 | 4.1 | 2.0 | 102.0 | -0.8 | -13.1 | -3.2 | 5.5 | 5.1 | -1.8 | 0.0
O=C(NCc1ccc2c(c1)OCO2)C1CCCN(S(=O)(=O)c2cccc3nonc23)C1 (configuration not stated) | 1.6 | -2.6 | 104.0 | 2.3 | -0.5 | -10.0 | 1.5 | 0.8 | -3.2 | 0.1
CC1CN(S(=O)(=O)c2ccc(NC(=O)CCN3C(=O)c4ccccc4C3=O)cc2)CC(C)O1 (configuration not stated) | 4.3 | 0.3 | 100.0 | 12.3 | 8.4 | -14.1 | 0.6 | 0.0 | -2.6 | -0.2
COc1ccc(OCC(=O)NCc2ccc(Cl)cc2)cc1 | -1.2 | -12.2 | 94.0 | 5.4 | -5.2 | -9.4 | -6.9 | 0.5 | -2.5 | -0.1
COc1ccc(S(=O)(=O)N2CCC(C(=O)NCCN3CCOCC3)CC2)cc1C | -1.3 | -7.7 | 94.0 | 3.4 | 36.3 | -3.4 | 3.1 | 2.5 | -0.9 | -0.1
C[C@@H]1CN([C@@H](C)CO)C(=O)c2cc(Br)cnc2O[C@H]1CN(C)C(=O)NC1CCCC1 | -2.1 | -0.6 | 100.0 | 10.3 | 5.8 | -4.2 | -5.2 | 2.6 | 1.3 | 0.1
COc1nc(OC)nc(Oc2ccc([N+](=O)[O-])cc2Cl)n1 | -4.7 | -5.1 | 102.0 | 3.9 | 2.4 | 1.1 | -4.5 | 0.7 | -3.1 | 0.0
COc1ccc(Cl)cc1NC(=O)CN(C)C(=O)C1COc2ccccc2O1 (configuration not stated) | 6.8 | 5.5 | 106.0 | 4.5 | -2.0 | -10.4 | -0.8 | 0.9 | -0.8 | 0.3
CCOC(=O)CCC(NC(=O)CCC(=O)NC(CCC(=O)OCC)C(=O)OCC)C(=O)OCC (configuration not stated) | -9.5 | 0.3 | 100.0 | 5.7 | 9.3 | -2.9 | 5.2 | 0.3 | 2.0 | 0.0
CCOC(=O)C1CCN(C(=O)c2cccnc2Cl)CC1 | -14.8 | 3.2 | 93.0 | 9.8 | -1.9 | 1.9 | 2.4 | 0.0 | -1.1 | -0.2
COC(=O)c1ccc(CN(C)S(=O)(=O)c2cccs2)cc1 | -9.3 | -1.3 | 100.0 | -4.2 | -0.8 | -20.2 | -2.7 | 0.0 | -1.8 | 0.1
CCOC(=O)c1csc(NC(=O)c2cc(-c3ccccn3)nc3ccccc23)n1 | -4.7 | -3.7 | 101.0 | 2.9 | 1.6 | 5.9 | 8.3 | -1.8 | -0.4 | -0.2
O=C(CCCCCn1c(=S)[nH]c2ccc(Br)cc2c1=O)NCC1CCCO1 (configuration not stated) | 0.6 | 5.7 | 96.0 | 8.2 | 20.8 | 9.8 | -2.3 | 0.9 | -0.9 | -0.1
O=C(CSc1ccsc1[N+](=O)[O-])NCc1ccco1 | -16.1 | -10.4 | 109.0 | 8.8 | 5.2 | 5.7 | 11.7 | 1.9 | -0.6 | -0.2

2 of the compounds above, with each value named.
> C[C@H]1CN([C@@H](C)CO)C(=O)CCCn2cc(nn2)CO[C@@H]1CN(C)S(=O)(=O)c1ccc(C#N)cc1
  NOD2-RIPK2 inh = -7.2
  Exocytosis inh = -4.3
  ABCB6 inh 2 = 101.0
  MC4R antag cAMP = 13.2
  Vif inh = -7.6
  TLR9-MyD88 block = -1.8
  ABHD5 PLIN5 PPI = 1.1
  N-glyco inh = 3.1
  MC4R ag barr = 0.9
  aDG glyco up = -0.1
> C#CCSc1nnc(-c2c[nH]c3ccccc23)n1C
  NOD2-RIPK2 inh = -13.3
  Exocytosis inh = -9.4
  ABCB6 inh 2 = 98.0
  MC4R antag cAMP = 7.2
  Vif inh = -4.7
  TLR9-MyD88 block = 3.0
  ABHD5 PLIN5 PPI = -1.2
  N-glyco inh = 2.5
  MC4R ag barr = 0.9
  aDG glyco up = -0.2

Continued:
Structure | NOD2-RIPK2 inh | Exocytosis inh | ABCB6 inh 2 | MC4R antag cAMP | Vif inh | TLR9-MyD88 block | ABHD5 PLIN5 PPI | N-glyco inh | MC4R ag barr | aDG glyco up
Cc1sc2nc(-c3cccnc3)[nH]c(=O)c2c1-c1ccccc1 | -14.5 | -6.5 | 96.0 | -10.6 | 5.6 | 1.7 | -2.1 | 2.0 | 0.3 | 0.2
O=C(c1cnn(-c2cccc(F)c2)c1)c1ccccc1O | 3.0 | 1.8 | 104.0 | -2.5 | 10.8 | 4.1 | -12.4 | -4.7 | -0.4 | -0.1
CCn1cc(C(=O)OC(C)C(=O)Nc2c(C)n(C)n(-c3ccccc3)c2=O)c(=O)c2ccc(C)nc21 (configuration not stated) | 1.4 | -2.9 | 99.0 | 10.6 | -1.5 | 1.6 | 7.8 | 2.6 | -1.0 | -0.2
CN(C)CCNC(=O)CNC(=S)N(Cc1ccccc1)Cc1ccccc1F | 2.2 | 1.2 | 98.0 | 6.3 | -6.0 | 8.6 | 0.9 | -1.3 | -2.2 | -0.1

In the list so far, these have four or more nitrogen atoms:
Structure | NOD2-RIPK2 inh | Exocytosis inh | ABCB6 inh 2 | MC4R antag cAMP | Vif inh | TLR9-MyD88 block | ABHD5 PLIN5 PPI | N-glyco inh | MC4R ag barr | aDG glyco up
C[C@H]1CN([C@@H](C)CO)C(=O)CCCn2cc(nn2)CO[C@@H]1CN(C)S(=O)(=O)c1ccc(C#N)cc1 | -7.2 | -4.3 | 101.0 | 13.2 | -7.6 | -1.8 | 1.1 | 3.1 | 0.9 | -0.1
C#CCSc1nnc(-c2c[nH]c3ccccc23)n1C | -13.3 | -9.4 | 98.0 | 7.2 | -4.7 | 3.0 | -1.2 | 2.5 | 0.9 | -0.2
CS(=O)(=O)Nc1ccc(-c2nnc3n2CCCCC3)cc1 | 4.1 | 2.0 | 102.0 | -0.8 | -13.1 | -3.2 | 5.5 | 5.1 | -1.8 | 0.0
O=C(NCc1ccc2c(c1)OCO2)C1CCCN(S(=O)(=O)c2cccc3nonc23)C1 (configuration not stated) | 1.6 | -2.6 | 104.0 | 2.3 | -0.5 | -10.0 | 1.5 | 0.8 | -3.2 | 0.1
C[C@@H]1CN([C@@H](C)CO)C(=O)c2cc(Br)cnc2O[C@H]1CN(C)C(=O)NC1CCCC1 | -2.1 | -0.6 | 100.0 | 10.3 | 5.8 | -4.2 | -5.2 | 2.6 | 1.3 | 0.1
COc1nc(OC)nc(Oc2ccc([N+](=O)[O-])cc2Cl)n1 | -4.7 | -5.1 | 102.0 | 3.9 | 2.4 | 1.1 | -4.5 | 0.7 | -3.1 | 0.0
CCOC(=O)c1csc(NC(=O)c2cc(-c3ccccn3)nc3ccccc23)n1 | -4.7 | -3.7 | 101.0 | 2.9 | 1.6 | 5.9 | 8.3 | -1.8 | -0.4 | -0.2
CCn1cc(C(=O)OC(C)C(=O)Nc2c(C)n(C)n(-c3ccccc3)c2=O)c(=O)c2ccc(C)nc21 (configuration not stated) | 1.4 | -2.9 | 99.0 | 10.6 | -1.5 | 1.6 | 7.8 | 2.6 | -1.0 | -0.2
CN(C)CCNC(=O)CNC(=S)N(Cc1ccccc1)Cc1ccccc1F | 2.2 | 1.2 | 98.0 | 6.3 | -6.0 | 8.6 | 0.9 | -1.3 | -2.2 | -0.1
